Keap1 Nrf2 FP: disrupts human Keap1 binding to Nrf2 peptide. Q14145. Keap1 Kelch-Nrf2 peptide fluorescence polarization, 1536-well. inhibition, % at 9.4 µM. hit rate 0.15% among 340,000. AID 504523; in the data active means inhibition above about 12%;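 further: human Keap1 Kelch domain with fluorescein labeled Nrf2 9mer peptide probe; 0% = neutral control wells and 100% = peptide positive control; higher means more block of Keap1 binding to Nrf2 peptide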
Target sequence (Q14145 whole entry, looked up, the tested form may be a part): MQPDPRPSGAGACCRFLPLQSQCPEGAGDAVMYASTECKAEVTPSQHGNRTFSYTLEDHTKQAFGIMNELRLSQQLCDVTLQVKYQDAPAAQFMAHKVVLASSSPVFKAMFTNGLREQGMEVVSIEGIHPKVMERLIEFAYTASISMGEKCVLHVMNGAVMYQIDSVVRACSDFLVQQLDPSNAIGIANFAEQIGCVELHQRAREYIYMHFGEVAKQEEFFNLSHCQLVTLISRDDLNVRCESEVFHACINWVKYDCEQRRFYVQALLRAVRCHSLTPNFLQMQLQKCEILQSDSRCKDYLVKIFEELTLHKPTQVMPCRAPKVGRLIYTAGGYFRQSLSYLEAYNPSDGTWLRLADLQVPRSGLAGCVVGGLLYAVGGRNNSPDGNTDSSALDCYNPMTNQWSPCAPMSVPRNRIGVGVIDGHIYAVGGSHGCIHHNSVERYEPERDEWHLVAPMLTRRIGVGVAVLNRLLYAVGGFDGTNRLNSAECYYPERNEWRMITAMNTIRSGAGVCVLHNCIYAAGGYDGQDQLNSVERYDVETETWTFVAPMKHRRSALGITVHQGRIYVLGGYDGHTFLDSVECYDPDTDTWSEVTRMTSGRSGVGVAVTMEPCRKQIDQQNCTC
MOR-DOR inv ag: inverse agonists of human mu-delta opioid receptor heterodimerization; hit rate 0.21% among 340,000; P35372+P41143; cell-based MOR-DOR heterodimer luminescence, inverse agonism; inhibition, % at 9.3 µM; in the data active means inhibition above about 22%, passing the limit was not always enough;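 further: 0% = cells with DMSO and 100% = wells without cells with DMSO; values of inactives mirror those of a sister screen read the other way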
cardiac RTF act: increases calcium sensitivity of human cardiac regulated thin filaments | IANBD-labeled TnC RTF fluorescence at EC20 calcium; 0% EC20 calcium, 100% full calcium | activation, % at 7.2 µM | hit rate 0.24% among 340,000 | P19429+P45379 | AID 493008;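 active means activation above the mean over all tested compounds plus 3 SD, cut at about 30% in these data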;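 further: rise in fluorescence read as greater calcium sensitivity of cardiac thin filaments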
LANA DNA inh: blocks KSHV LANA C-terminal domain binding to DNA | MBP-C-LANA/FAM-LBS DNA binding, fluorescence polarization | AID 504423 | inhibition, % at 9 µM | hit rate 0.078% among 340,000;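 active means highest replicate inhibition at or above 60% at 9 µM, even if other replicates fall short; inactive means all replicates below 60% inhibition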;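 further: 0% = neutral control wells and 100% = 4 µM acridine orange control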
V-ATPase pHluor: yeast V-ATPase proton transport regulation by pHLuorin; S. cerevisiae, pHLuorin cytosolic pH fluorescence; response, % at 10 µM; hit rate 0.37% among 350,000; in the data active means response mostly above about 7.3%, no sharp cut-off; inactive means mostly below about 5.4%; further: actives read high; inactives centre near 0; some compounds called inactive have numbers as strong as hits; reference of the scale not given here
HTR5A ag: counter-screen for OPRM1-OPRD1 agonists: human HTR5A agonism; HTR5A agonist assay, luminescence, cell-based; activation, % at 9.3 µM; hit rate 0.61% among 340,000; AID 504692; in the data active means activation mostly above about 9.5%, no sharp cut-off; inactive means mostly below about 7.6%;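 further: 0% = cells with vehicle only and 100% = reference agonist; strong numbers were not always called active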
Target sequence (P47898 whole entry, looked up): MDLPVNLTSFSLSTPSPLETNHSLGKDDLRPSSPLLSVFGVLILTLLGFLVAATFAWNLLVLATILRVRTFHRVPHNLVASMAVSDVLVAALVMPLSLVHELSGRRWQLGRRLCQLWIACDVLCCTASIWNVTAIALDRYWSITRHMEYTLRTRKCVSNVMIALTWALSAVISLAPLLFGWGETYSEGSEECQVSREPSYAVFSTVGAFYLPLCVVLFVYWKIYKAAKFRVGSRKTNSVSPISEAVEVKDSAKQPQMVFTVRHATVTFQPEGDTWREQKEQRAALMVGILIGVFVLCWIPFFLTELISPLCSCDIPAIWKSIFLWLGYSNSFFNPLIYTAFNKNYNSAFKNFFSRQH
Cardiac RTF inh: cardiac RTF calcium desensitization | P19429+P45379 | IANBD-labeled cardiac RTF, Ca2+ fluorescence | inhibition, % at 7.15 µM | hit rate 0.12% among 340,000;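 active means inhibition above the mean inhibition of all tested compounds plus 3 SD, cut at about 17% in these data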;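 further: assay run at fixed EC70 calcium of 1.6 mM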
HTR5A inv ag: inverse agonist of human HTR5A in OPRM1-OPRD1 counter-screen. HTR5A cell line, luminescence, inverse agonism. hit rate 0.083% among 340,000. AID 504634. P47898. inhibition, % at 9.3 µM; in the data active means inhibition mostly above about 23%, no sharp cut-off; inactive means mostly below about 18%;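 further: 0% = cells with DMSO and 100% = no-cell wells with DMSO; some compounds called inactive have numbers as strong as hits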
CAL PDZ FP: blocks peptide binding to the human CAL PDZ domain | purified CAL PDZ, TMR-peptide fluorescence polarization, 1 h | inhibition, % at 24.9 µM | hit rate 0.92% among 300,000 | AID 602252;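 active means mean inhibition of at least 30% with at least half of replicates also reaching 30%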;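 further: 0% = DMSO neutral control and 100% = excess unlabeled competitor peptide PRC23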
OPRM1-OPRD1 ag: agonists of human mu-delta opioid receptor heterodimerization | P35372+P41143 | cells, OPRM1-OPRD1 heterodimerization, luminescence | activation, % at 9.3 µM | hit rate 0.3% among 340,000; in the data active means activation above about 18%;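 further: 0% = vehicle-treated cells and 100% = reference agonist; values of inactives mirror those of a sister screen read the other way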
An asterisk follows results filed as active; / = no result given.

SMILES	Keap1 Nrf2 FP	MOR-DOR inv ag	cardiac RTF act	LANA DNA inh	V-ATPase pHluor	HTR5A ag	Cardiac RTF inh	HTR5A inv ag	CAL PDZ FP	OPRM1-OPRD1 ag
O=C(NCCc1ccccc1)C(=O)Nc1nccs1	2.8	10.8	7.7	1.0	0.1	4.7	-26.0	11.5	-4.8	-2.4
Cc1ccc(/C=N/Nc2nc(N3CCOCC3)nc(N3CCOCC3)n2)o1	2.0	9.7	-5.2	-0.1	-1.2	8.6	5.3	-12.7	/	-1.8
COc1ccc(NC(=O)COC(=O)c2ccc3ccccc3n2)cc1OC	-2.4	15.5	1.9	1.6	-0.7	-0.3	2.1	1.4	0.9	-3.2
CCC(C)NC(=O)CC(C)C (configuration not stated)	4.0	7.6	4.8	-0.9	-4.1	4.1	-1.5	-32.9	-0.2	-1.5
COc1ccc(CNC(=O)N[C@@H](CC(C)C)C(=O)O)cc1OC	-0.2	1.8	6.9	-0.3	9.1	-4.6	-16.3	8.7	-7.0	-0.3
Cn1c(C(=O)NCCCN2CCCCCC2)cc2c(=O)n(C)c3ccccc3c21	-10.6	-14.6	16.6	-3.2	-1.0	-2.5	-10.8	7.0	5.9	2.8
CCN1CCN(c2ccc(S(=O)(=O)N3CCCCC3)cc2NC(=O)/C=C/c2ccc(OC(F)F)cc2)CC1	-3.3	-20.6	-15.2	0.9	4.9	-10.9	-5.2	28.4	4.2	3.1
COc1cccc([C@@H]2CC=C(C(=O)O)CN2S(=O)(=O)c2ccc(C)cc2)c1	-0.5	12.0	2.4	-0.9	4.8	-1.0	-3.3	22.2	-2.7	-2.1
Cc1onc(-c2c(F)cccc2Cl)c1C(=O)N1CCc2ccccc21	3.7	1.5	-0.5	4.0	6.5	1.1	-3.8	-7.0	-1.7	-0.3
O=C(/C=C/c1c(F)cccc1Cl)Nc1nn[nH]n1	-2.3	3.7	7.0	0.2	0.4	-1.6	2.6	4.1	133.1*	-0.6
O=C(O)c1cccc(Oc2ncnc3sc4c(c23)CCCC4)c1	-0.4	3.5	-1.4	0.7	0.9	3.1	-5.5	-8.8	1.7	-0.7
Cc1ccc2nc(SCC(=O)NCc3ccco3)nc(=O)n2c1	-1.4	20.9	-3.7	1.2	-0.5	-2.0	-9.6	5.5	-1.2	-4.0
CC(=O)Nc1ccc(SC[C@H](C)CN2CC[C@H](O)CCC2=O)cc1	-2.5	16.2	-0.1	0.0	1.3	0.2	-9.1	-0.7	-1.4	-2.8
COc1ccc(OC)c(C2C(C(=O)c3cccs3)=C(O)C(=O)N2CCN2CCOCC2)c1 (configuration not stated)	-3.0	15.8	-4.0	2.9	-1.8	-0.4	-4.6	1.3	-2.1	-3.5
O=C(COc1ccc(S(=O)(=O)N2CCOCC2)cc1)Nc1ccc(Cl)c(C(F)(F)F)c1	1.7	-21.3	-5.0	1.5	1.6	6.2	4.9	13.3	-5.8	3.7
CC(=O)c1c(C)nc(-c2ccccc2)nc1N	-1.8	3.4	-2.5	1.1	0.6	-1.5	-0.8	4.2	-25.4	-0.5
CCOC(=O)C1CCN(S(=O)(=O)c2ccc3c(c2)CC(C)N3C(=O)C2CCC2)CC1 (configuration not stated)	-2.9	15.1	-2.1	-1.0	1.9	-3.0	-0.9	13.2	2.9	-2.9
O=C(COC(=O)c1ccc(S(=O)(=O)N2CCCC2)cc1)Nc1ccc(F)cc1F	1.0	9.2	2.6	0.3	-2.6	4.0	6.6	-52.9	/	-1.7
COc1ccc(CSCC(=O)Nc2ccc(S(=O)(=O)N3CCCCCC3)cc2)cc1	2.1	-9.3	0.2	0.3	1.8	-0.8	0.4	-1.9	6.4	1.8
O=C(O)COc1ccccc1/C=C1\SC(=Nc2ccc(F)cc2)N(c2ccc(F)cc2)C1=O	-4.2	16.6	4.3	1.4	-1.5	-0.6	-7.7	1.7	-2.4	-3.2
Cc1nc(C)c(Oc2ccc(Cl)cc2Cl)c(=O)[nH]1	0.1	15.8	-0.3	0.8	-2.4	1.5	-7.5	-22.8	0.0	-3.1
CCCc1cc(=O)oc2c(C)c3occ(C)c3cc12	-2.0	-33.0	-7.7	1.0	7.3	1.0	-6.6	8.3	-0.3	6.2
COc1ccc(S(=O)(=O)Nc2cccc(SC)c2)cc1C(=O)N1CCOCC1	1.8	-7.3	2.4	0.2	-0.4	1.4	3.0	-4.1	-10.0	0.9
CCOC(=O)c1nnn(-c2nonc2-n2cccc2)c1CN1CCOCC1	-6.3	3.2	5.7	-1.1	-0.3	3.2	-3.7	-7.1	-3.2	-0.6
CC(=O)N1CCN(CCN=CC2=C(O)CC(c3cccs3)CC2=O)CC1 (configuration not stated)	-0.5	12.3	4.7	-0.5	-3.5	-0.4	1.4	-29.2	-3.8	-2.2
COc1ccc(-c2c(C)nn(Cc3ccccc3)c2N)cc1	0.4	2.0	-3.8	14.8	-5.0	-0.5	1.6	-6.0	9.2	-0.4
CC1Cc2nc(SCC(=O)Nc3nccs3)n(C)c(=O)c2S1 (configuration not stated)	0.9	8.0	2.2	0.4	4.0	6.0	-3.1	-16.7	-9.4	-1.5
Oc1sc(C=Nc2ccc(F)cc2)c2ccccc12	-5.0	-22.8	14.1	-1.2	-0.9	0.4	-28.9	8.3	-0.7	3.6
O=C(CCCCCCCC(=O)N1CCCC1)N1CCCC1	-3.1	3.9	2.1	-0.7	1.1	2.1	-3.1	-8.3	-0.8	-0.8
CCOC(=O)C(=O)/C(C#N)=C/Nc1ccc(F)cc1	-2.7	12.4	-4.7	0.0	-0.3	2.2	-1.3	9.3	/	-3.0
COc1ccccc1C(=O)NCCC(=O)N1CCCCC1	-3.4	-3.1	2.8	1.7	-0.7	2.3	-6.1	-5.9	1.5	0.8
O=C1C(Br)=Cc2cccc3cccc1c23	-0.8	4.1	14.6	2.1	0.3	-2.6	-18.2	9.0	-3.6	-0.9
CCOc1cc(C(=O)NN2CCOCC2)cc(OCC)c1OCC	-1.5	7.1	-1.3	-0.7	4.3	1.4	4.2	-5.0	-4.2	-1.5
CCOC(=O)[C@@H]1CCNC[C@@H]1c1ccccc1	-4.2	-27.6	-2.6	1.5	4.5	-0.6	-6.3	14.2	/	6.0
O=C(/C=C/c1ccc2c(c1)OCO2)NC1CCCC1	-5.5	12.8	-4.2	1.3	5.7	1.0	-0.2	-3.6	-7.8	-2.8
Nc1ccc(Cl)c(NC(=O)c2cccs2)c1	-2.7	1.9	2.1	0.5	5.1	-7.7	-8.9	0.4	-6.0	-0.3
CC(C)CCNC(=O)c1cc2c(=O)[nH]c3ccccc3c2s1	-4.1	-21.4	4.5	1.7	2.8	-3.4	-8.3	11.9	2.1	4.7
CN(Cc1cccc(Cl)c1Cl)c1ccc(S(=O)(=O)N2CCCCC2)cc1[N+](=O)[O-]	-5.3	-0.8	5.3	-2.7	2.0	-1.8	-25.5	8.8	-2.8	0.1
C=CCOc1c(Br)cc(CNc2ccc(NC(=O)C(C)C)c(OC)c2)cc1OCC	0.3	-20.0	-6.6	-1.8	1.1	4.1	-9.7	7.0	-2.2	3.9
CCOc1cccc(CNn2cnnc2)c1OCc1ccccc1Cl	-1.5	12.7	-2.1	1.7	2.1	4.5	-7.9	-12.6	-4.1	-2.4
CCc1ccc(NC(=O)CN(c2cccc(C)c2)S(C)(=O)=O)cc1	5.8	-11.0	-2.2	0.1	0.3	-3.1	-5.3	12.7	/	2.1
Cc1ccc(S(=O)(=O)N2CCC(NC(=O)c3cccnc3)CC2)cc1Cl	-2.2	9.0	1.3	-1.7	5.7	1.3	4.6	-3.7	-3.2	-1.7
COc1cc2[nH]c(=O)n3nc(-c4ccccc4)nc3c2cc1OC	-3.3	12.9	2.2	0.1	3.1	2.5	-1.1	-7.5	-2.3	-2.5
COc1ccc(NS(=O)(=O)c2cc(NS(=O)(=O)c3cccs3)ccc2C)cc1	-0.7	1.4	3.5	-0.9	6.2	-4.7	-0.3	12.8	2.0	-0.2
O=C(c1cc2ccccc2oc1=O)N(Cc1cccc(Br)c1)C1CCS(=O)(=O)C1 (configuration not stated)	-5.3	8.4	4.6	-0.5	8.3	4.4	0.1	9.4	-3.9	-1.6
Nc1ccccc1NC(=O)c1ccccc1	0.6	5.1	-1.1	0.0	-3.8	4.0	6.9	-10.8	5.5	-0.8
COc1ccc(N2CCN(C(=O)c3ccc(S(=O)(=O)N4CCCCCC4)cc3)CC2)cc1	-2.1	11.3	-5.9	0.4	12.9*	-1.2	4.5	-7.2	0.1	-1.8
CCN(CC)c1ccc(/C=N/NC(=O)c2ccoc2C)c(O)c1	-0.8	1.1	3.3	0.3	-4.9	2.1	-5.4	11.2	-8.3	-0.2
COc1cc(OC)cc(C(=O)Nc2ccccc2C(=O)NCc2cccnc2)c1	-5.3	10.0	-2.9	-0.6	-1.2	-0.8	-0.2	2.1	-3.5	-1.9
O=C(CSc1nnc(CNC(=O)c2cccs2)o1)Nc1ccccc1F	-1.9	20.9	-4.5	0.2	-2.0	-3.8	-0.7	11.6	-6.9	-4.0
CCOC(=O)Nc1ccc2c(c1)C(=NNC(N)=S)c1ccccc1-2	0.8	4.1	-3.6	-0.6	-1.5	2.7	-5.5	-10.7	/	-0.8
CCc1nnc(NC(=O)c2ccc(-c3ccc(F)cc3)o2)s1	1.7	-5.8	1.5	0.1	3.0	2.8	-5.5	-7.1	-5.0	1.3
O=C(COC(=O)c1cc(S(=O)(=O)N2CCCCC2)ccc1N1CCOCC1)NCCc1ccc(F)cc1	-5.8	7.0	12.0	-0.8	2.3	2.7	7.5	-7.7	-0.1	-1.4
O=C(NCCS(=O)(=O)N1CCN(c2ccccc2F)CC1)c1ccc(F)c(F)c1	-1.4	15.5	-0.1	0.2	-3.9	-1.3	-6.5	3.2	-1.9	-3.0
C=CCN1C(=O)c2ccc(C(=O)N(C)Cc3ccc(C)o3)cc2C1=O	-6.5	-9.4	-0.8	-0.7	-2.9	7.1	-8.7	-3.3	-4.1	1.5
COc1ccc(OCc2cnc(Cl)s2)cc1	0.5	5.4	-2.5	-2.4	-2.8	0.2	-6.9	-0.6	-3.1	-1.0
CCC(=O)Nc1ccc(Cl)c(NC(=S)NC(=O)COc2ccccc2)c1	-2.7	19.9	-3.4	-0.4	0.1	-7.3	-8.6	16.5	14.3	-4.3
CCOC(=O)NC(=S)Nc1ccc(C(C)(C)C)cc1Br	2.0	-8.4	-0.6	-0.8	-0.7	5.8	3.5	5.2	-3.5	1.7
O=C(NCCc1nnc2ccc(SCC(=O)N3CCOCC3)nn12)c1ccccc1	-7.9	5.1	-1.6	-0.5	3.3	-0.9	-1.8	19.0	-0.4	-1.6
COc1ccc(CCNC(=O)NS(=O)(=O)c2ccc(C)cc2)cc1OC	-3.5	19.2	-5.4	-0.9	-3.0	3.3	-2.9	-11.8	0.6	-4.3
CN(CC(=O)Nc1ccc(N2CCOCC2)cc1)C(=O)CC(c1ccccc1)c1ccccc1	-5.0	-6.4	12.3	5.5	11.7*	-4.7	-6.2	12.0	-0.2	1.4
O=Cc1c(NCCN2CCOCC2)c2ccccc2[nH]c1=O	2.6	8.9	4.1	0.7	-1.8	0.4	-18.4	-1.5	4.5	-1.8

High-throughput results: PubChem BioAssay, several laboratories
